Source: PubChem BioAssay (several laboratories)
HSP90 refold inh: HSP90 inhibitors, primary screen, cell lysate, luminescence; Heat shock protein HSP 90 (rabbit reticulocyte lysate; luciferase refolding); Rabbit reticulocyte lysate, luciferase refolding luminescence, 3 h; inhibition, % at 5.6 µM; hit rate 0.91% among 290,000;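 active means inhibition above the screen-wide mean plus 3 SD, computed separately per campaign, cut at about 16% in these data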;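 further: 0% = DMSO wells and 100% = 60 µM geldanamycin wells; inhibitors lower the luminescence because luciferase stays unfolded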
Dyrk1A ADPGlo: rat Dyrk1A kinase inhibitors, primary screen, biochemical, single point, plate reader | ADP-Glo luminescence, NFATc1 peptide | inhibition, % at 12.5 µM | hit rate 0.43% among 310,000 | Dual specificity tyrosine-phosphorylation-regulated kinase 1A (Rattus norvegicus), Q63470 | AID 504441, 2011; in the data active means inhibition above about 50%;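 further: plate controls were vehicle with enzyme for no effect and no enzyme for full effect; many of its hits are not listed in these tables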
IEC-6 tox: cytotoxicity in IEC-6 intestinal epithelial cells, primary screen, cytotoxicity control for KLF5 inhibitor project, cell-based, luminescence. IEC-6 cytotoxicity, luminescence viability. inhibition, % at 5 µM. hit rate 0.78% among 290,000. AID 1825, 2009; in the data active means inhibition above about 22%;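 further: 0% = plate median of test compound wells and 100% = cytotoxic reference compound wells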
GSK3A inh: blockers of GSK3A enzyme activity – biochemical, luminescence, cell-free homogeneous, HTS, primary screen. GSK-3 alpha kinase, ADP-Glo luminescence, 60 min. inhibition, % at 10 µM. AID 2650, 2010. hit rate 0.1% among 320,000. Glycogen synthase kinase-3 alpha (Homo sapiens), P49840;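 in the data active means inhibition above about 50%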;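 further: GST-tagged GSK-3 alpha with peptide substrate and 25 µM ATP; 0% = DMSO neutral wells and 100% = GW8510 positive control wells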
Target sequence (P49840 whole entry, looked up): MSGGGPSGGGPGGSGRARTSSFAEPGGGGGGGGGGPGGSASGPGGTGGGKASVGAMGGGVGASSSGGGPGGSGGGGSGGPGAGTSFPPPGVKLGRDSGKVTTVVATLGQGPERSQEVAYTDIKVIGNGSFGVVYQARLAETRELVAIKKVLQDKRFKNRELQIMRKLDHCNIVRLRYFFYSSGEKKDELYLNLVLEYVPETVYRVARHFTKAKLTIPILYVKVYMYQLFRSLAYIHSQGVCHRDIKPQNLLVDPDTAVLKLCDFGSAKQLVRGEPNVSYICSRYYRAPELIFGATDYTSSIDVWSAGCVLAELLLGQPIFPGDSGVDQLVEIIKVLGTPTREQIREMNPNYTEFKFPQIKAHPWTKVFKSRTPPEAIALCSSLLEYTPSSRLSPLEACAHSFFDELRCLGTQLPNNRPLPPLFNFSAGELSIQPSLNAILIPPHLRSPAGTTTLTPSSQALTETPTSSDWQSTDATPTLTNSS
aSyn UTR inh: MLPCN primary screen, SNCA 5' untranslated region; inhibition, % (tested at 7.5 µM); hit rate 0.82% among 300,000; AID 1813, 2009; alpha-synuclein 5'UTR reporter, inhibitor activity; in the data active means inhibition above about 60%;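 further: H4 neuroglioblastoma cells stably carrying SNCA 5'UTR luciferase fusion; 0% = DMSO wells and 100% = positive control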
HSF1 inh: HSF1 inhibitors in luciferase reporter cells, primary screen, cell-based, NIH3T3, luminescence | NIH3T3-HGL HSE-luciferase, MG132-induced, luminescence 8 h; active compounds read low | activity change, negative = inhibition, % at 7.5 µM (by protocol) | hit rate 0.77% among 300,000 | AID 2098, 2009;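 active means more than half of replicate wells show activity change below -50%, luminescence cut by over half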;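 further: luciferase reports HSF-1 transcriptional activity via heat shock element; 0% = median of DMSO wells and -100% = zero luminescence signal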
Platelet DG rel: inhibitors of platelet dense granule secretion, primary screen, cell-based, MLPCN, human platelets. human platelet-rich plasma, SFLLRN dense granule ATP release, luminescence. inhibition, %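 (compounds screened at 7.5 µM in platelet-rich plasma)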. hit rate 0.22% among 300,000. AID 1663, 2009;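 active means mean replicate score, as percent of positive control, at or above 50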
HSF1 activator: HSF-1 activators, primary screen, NIH3T3-HGL cells, MG132 stress, luminescence, single point; NIH3T3-HGL HSF-1 luciferase reporter, 8 h; 100% = twice DMSO control signal; activation, % at 9 µM; hit rate 1.7% among 300,000;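 active means mean replicate activation of at least 50% with a set share of replicates each reaching 50%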;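 further: 0% = median of the neutral control wells and 100% = twice that signal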
GSK3beta inhib: human GSK3beta kinase inhibitors, primary screen, biochemical, cell-free homogeneous, HTS | Glycogen synthase kinase-3 beta (Homo sapiens), P49841 | GST-GSK3beta kinase, ADP-Glo luminescence, 60 min; active compounds read low | activity score (negative = inhibition), % at 10 µM | hit rate 0.038% among 300,000;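 active means more than half of replicate wells score below -50%, meaning over 50% inhibition versus plate controls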;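 further: 0% = median DMSO wells and -100% = median GW8510 positive control wells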
Target sequence (P49841 whole entry, looked up): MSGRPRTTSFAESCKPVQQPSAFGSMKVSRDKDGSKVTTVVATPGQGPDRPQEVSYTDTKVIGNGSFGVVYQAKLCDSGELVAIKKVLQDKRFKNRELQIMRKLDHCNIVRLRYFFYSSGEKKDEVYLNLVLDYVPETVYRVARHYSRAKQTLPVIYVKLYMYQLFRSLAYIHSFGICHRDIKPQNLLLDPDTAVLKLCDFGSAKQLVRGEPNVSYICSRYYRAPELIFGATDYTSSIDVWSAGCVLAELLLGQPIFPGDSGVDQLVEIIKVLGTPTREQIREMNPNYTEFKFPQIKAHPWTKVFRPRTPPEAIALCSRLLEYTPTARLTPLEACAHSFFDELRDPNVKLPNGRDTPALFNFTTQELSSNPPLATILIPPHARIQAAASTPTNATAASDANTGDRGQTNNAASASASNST
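Test system: GST-fused GSK3beta enzyme, cell-free | Quantity: 1.6 ng GST-GSK3beta enzyme per well | Reagent: 25 µM ATP with peptide substrate | Schedule: 60 min enzyme reaction, room temperature | Signal: Luminescent ADP-Glo measurement of ADP formed | Read-out basis: Score relative to plate controls | Control set: DMSO and 20 µM GW8510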
KLF5 inhibitor: KLF5 expression inhibitors, primary screen, DLD-1 cells, luminescence. AID 1700, 2009. inhibition, % at 5 µM. DLD-1 KLF5 promoter-luciferase reporter. hit rate 0.23% among 290,000;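 active means inhibition above a per-plate limit of that plate's mean compound inhibition plus 3 SD, cut at about 60% in these data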;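 further: 0% = DMSO wells and 100% = LY294002 at 200 µM; higher means less KLF5 promoter-driven luciferase light; inactives centre near -14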
Active calls of the source: *; · = no result given. This is a subset; rates above refer to the full screens.

SMILES	HSP90 refold inh	Dyrk1A ADPGlo	IEC-6 tox	GSK3A inh	aSyn UTR inh	HSF1 inh	Platelet DG rel	HSF1 activator	GSK3beta inhib	KLF5 inhibitor
CC(C)[C@H](NC(=O)N1c2ccccc2NC(=O)[C@@H]1C(C)C)C(=O)N1CCC(C(=O)O)CC1	-1	3	3	-3	-19	-12	-1	4	-3	-42
CCCCNC(=O)NCc1cnn(C)c1C	5	-6	1	-2	-11	-10	-28	5	1	-20
COc1ccc(NC(=O)c2ccc3[nH]c(C)c(C)c3c2)c(OC)c1	0	-4	0	1	-20	-5	·	8	1	-38
CCC(CC)C(=O)NCCc1ccc(F)cc1	4	-1	0	-5	-7	-1	-4	2	-1	-7
CC1CN(c2cc(=O)n(-c3cccc(Br)c3)c(=O)[nH]2)CC(C)O1 (stereo not drawn)	·	-3	·	-1	3	-2	-1	-8	0	·
CC(C)(C)C1CCC2(CC1)NC(=S)N(c1ccccc1)N2 (stereo not drawn)	7	-1	-5	-6	-35	4	-4	-9	5	15
OCc1nc2ccccc2n1CC(O)Cn1ccc2ccccc21 (stereo not drawn)	0	-4	-1	0	15	4	4	-8	4	-35
Cc1ccc2[nH]c(=O)c(CN(C)C(=O)c3cccs3)cc2c1	2	-1	1	-3	-35	5	18	10	0	-6
CSCCC1COC(c2cccs2)=N1 (stereo not drawn)	4	·	0	-1	-18	14	14	33	-1	-12
COc1ccc(OC)c2c(C)cc(NCCN3CCOCC3)nc12	3	5	6	0	-30	4	-5	7	-1	-3
COc1cccc(C2CC(c3cccs3)Nc3ncnn32)c1 (stereo not drawn)	-1	0	2	·	9	2	2	-2	2	-5
Cc1ccc(S(=O)(=O)N2CCCC(C(=O)NCCc3ccc(S(N)(=O)=O)cc3)C2)cc1 (stereo not drawn)	3	0	5	-1	1	2	-4	7	·	-10
CC(C)(C)n1nc2c(c1NC(=O)C1CC(=O)N(c3ccc(Cl)cc3)C1)CS(=O)(=O)C2 (stereo not drawn)	1	·	-4	-1	-1	-1	0	-5	-23	-19
CCCSc1nc2cc(C)c(C)cc2n1CC(C)O (stereo not drawn)	2	9	-3	-2	-15	7	2	15	-1	-20
COc1ccc(C(=O)N(C)c2c(C)n(C)n(-c3ccccc3)c2=O)cc1OC	3	-2	2	0	-7	10	-1	-6	0	-7
O=C(Nc1cc(C(F)(F)F)ccc1N1CCOCC1)c1ccccc1	2	2	6	-2	15	4	2	-6	0	-32
Cc1cc(COc2ccccc2OCc2cc(C)no2)on1	-1	3	-2	-33	21	·	-15	·	-2	-13
CC(C)N1CN=C(Nc2nc3ccccc3o2)NC1	-4	4	-3	3	-70	9	-4	-8	0	-42
Cc1cc(OC(C)C(=O)NCC(O)c2ccccc2)c2c(C)cc(=O)oc2c1 (stereo not drawn)	-2	7	1	0	-4	-5	-2	5	2	-14
O=C(CN1C(=O)NC2(CCCC2)C1=O)OCCOc1ccccc1Cl	·	5	·	-2	1	-1	0	18	0	·
CN(C)/C=C1\N=C(c2ccccc2)OC1=O	-2	11	-1	3	-46	-4	8	-17	3	-21
Cc1ccccc1CN1C(=O)c2ccccc2S(=O)c2ccc(C(=O)NCCCN3CCOCC3)cc21 (stereo not drawn)	3	0	8	-3	-5	3	0	-19	0	-19
COc1ccc(CN2C(=O)N(c3ccc(OC)cc3)C(=O)C2CC(=O)Nc2ccccc2)cc1 (stereo not drawn)	-1	3	0	0	-7	2	1	1	0	-12
CN1CCN(C(=O)CCCOc2cc(=O)n(C)c3ccccc23)CC1	-5	-3	-5	-2	1	3	3	18	1	-36
COc1ccccc1Nc1nc(Cl)nc(Nc2ccccc2OC)n1	0	·	-6	0	3	2	0	6	1	-20

Further entries
SMILES	HSP90 refold inh	Dyrk1A ADPGlo	IEC-6 tox	GSK3A inh	aSyn UTR inh	HSF1 inh	Platelet DG rel	HSF1 activator	GSK3beta inhib	KLF5 inhibitor
O=C1CCCC(=O)N1c1ccc(N2CCN(c3ccc([N+](=O)[O-])cc3)CC2)c([N+](=O)[O-])c1	-5	·	-7	0	-1	-2	-3	2	-1	-37
CN(CC(=O)Nc1ccc(F)c(F)c1F)C(=O)/C=C/c1ccc(Cl)cc1	0	-1	-1	-1	12	1	-8	5	1	-3
CN(C)S(=O)(=O)N(CC(=O)NCCSCc1ccccc1)c1ccccc1	-3	-3	-13	-1	0	-1	0	1	3	-38
CN(C(=O)c1ccccc1OC1CCN(S(C)(=O)=O)CC1)C1CCOC1 (stereo not drawn)	-3	-1	7	0	1	-2	13	-12	0	-3
CC(OC(=O)CNC(=O)C12CC3CC(CC(C3)C1)C2)C(=O)Nc1ccc(S(N)(=O)=O)cc1 (stereo not drawn)	1	-5	2	-1	6	3	2	-6	4	-26
C[C@@H](C[C@@H](O)[C@H](O)C(C)(C)O)[C@@H]1CC[C@]2(C)C3=CC[C@H]4C(C)(C)C(=O)CC[C@]4(C)[C@H]3CC[C@@]12C	-4	3	-2	-1	-4	2	0	1	5	8
O=C(Nc1cccnc1)c1ccc(Cl)cc1[N+](=O)[O-]	6	2	-1	1	-6	-2	0	-13	-1	-24
CCCS(=O)(=O)N1CCN=C1SCc1ccc(F)cc1	3	-3	-6	-1	4	-6	-12	-3	4	-3
Cn1nc(-c2ccccc2)c(-c2nc(-c3ccc(Cl)cc3)no2)c1Cl	-3	-5	2	-1	25	-3	9	-17	-1	-18
O=C(CSc1nnc2scc(-c3ccccc3)n12)NCc1ccco1	-2	-8	-4	0	23	2	12	-5	1	-7
O=C(NC1CCCCC1)c1cc(S(=O)(=O)N2CCOCC2)ccc1Cl	-3	-13	0	2	0	-1	-13	-1	-2	-7
Cc1ccc(OCCCCN2CCCCC2)c(C)c1	5	5	8	-1	5	5	-2	3	-7	-7
COC(=O)c1ccccc1NC(=O)/C=C/c1ccco1	-2	4	-2	0	-68	8	-4	21	3	-48
COc1cnc(-c2ccccc2)nc1Oc1ccc(Cl)cc1C	4	2	0	1	27	9	-1	14	0	8
CC(=O)C1=C(Nc2ccccc2)CC(C)(O)C(C(C)=O)C1c1ccccc1 (stereo not drawn)	0	0	2	2	-8	4	3	21	3	-30
COc1cc(C(=O)NCC(=O)NC(C)c2ccc(-n3ccnc3)cc2)cc(OC)c1OC (stereo not drawn)	·	8	·	·	1	3	7	-6	0	·
COc1ccc(N=C2SC(C(=O)Nc3ccc(F)cc3)CC(=O)N2C)cc1 (stereo not drawn)	2	1	-8	0	32	2	-14	14	-2	-2
CC1=NN(C(=O)c2csc(C)c2)C(O)(C(F)(F)F)C1 (stereo not drawn)	0	-6	5	-2	2	-3	4	-6	-3	-28
CC(C)(C)C(=O)NC(=S)N1CCCC1	1	-3	0	-2	6	-8	11	-5	0	-18
O=C(CSc1ncn[nH]1)c1cccc([N+](=O)[O-])c1	2	-3	8	-2	-31	77	8	127*	3	-18
CC(=O)Nc1ccc(N2C(=O)CC(Sc3nc(C)cc(C)n3)C2=O)cc1 (stereo not drawn)	2	·	-1	-3	10	-3	5	10	4	3
Cc1cccc(N2CCN(C(=O)CCCOc3ccccc3)CC2)c1C	0	4	-1	-1	-86	21	0	41	1	-109
COc1ccc(NC(=S)N2CCN(C(c3ccccc3)c3ccccc3)CC2)c(OC)c1	3	0	2	-1	-17	-3	-4	3	1	0
Cc1ccc(OC(C)C(=O)Nc2ccc3c(c2)n(C)c(=O)n3C)cc1C (stereo not drawn)	0	1	0	1	-1	-2	14	0	2	-8
N#Cc1ccccc1NC(=O)c1ccc2c(c1)OCCO2	0	-3	-1	-2	-94	7	-2	16	2	-103

Other compounds.
SMILES	HSP90 refold inh	Dyrk1A ADPGlo	IEC-6 tox	GSK3A inh	aSyn UTR inh	HSF1 inh	Platelet DG rel	HSF1 activator	GSK3beta inhib	KLF5 inhibitor
CCOc1ccc(N2C(=O)CC(Cc3ccccc3OC)C2=O)cc1 (stereo not drawn)	-4	17	-3	-5	0	8	8	-5	-3	-9
CCn1c(=O)c(=O)n(CC)c2cc(S(=O)(=O)Nc3ccc(C)cc3)ccc21	3	5	0	-2	8	9	-2	40	-5	-2
CCCN1C(=O)COc2ccc(-c3n[nH]c(=O)c4ccccc34)cc21	-1	1	-2	-1	42	1	6	2	-1	-21
CCNc1nc(N2CCOCC2)nc(N(c2ccccc2)c2ccccc2)n1	5	6	-1	-1	23	-4	1	-6	-3	-20
COc1ccccc1C(=O)C1CCCN(C(=O)CSc2ccccn2)C1 (stereo not drawn)	1	0	-3	-1	1	-1	-3	14	-2	-21
COc1cccc(C(=O)Nc2ccc3c(c2)n(C)c(=O)n3C)c1	-3	4	-4	0	-14	4	-2	2	5	-19
